IDE act = IDE (human) activation, cell-based; 340,000 compounds, 0.073% hits; activation, % at 5.96 µM; HEK cells, FAbeta-B cleavage, fluorescence polarization; 0% vehicle, 100% cell-free pure enzyme wells;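 active means activation above the mean of all tested compounds plus 3 SD, set per screening campaign, cut at about 17% in these data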
MEKK3 PB1 HTS = MEKK3-MEK5 PB1 interaction, increase or decrease | bead-based flow cytometry, Alexa488-MEK5 binding to MEKK3; actives lie on both sides; 0 = blocked by unlabeled MEK5, 100 = vehicle | binding response (% of control), % at 10 µM | Q99759 | 290,000 compounds, 1.4% hits;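 active means binding response more than 3 SD above or below the average of its plate-row segment, actives on both sides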;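 further: Alexa488 bead fluorescence after subtracting the streptavidin-only scavenger bead signal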
CRFR2-BP antag = blocks CRF-induced signaling of the CRF-BP/CRF-R2 complex; HEK293 CRF-R2/CRF-BP, CRF-induced calcium fluorescence; inhibition, % at 11.8 µM; 350,000 compounds, 0.59% hits;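 active means inhibition of the ligand-induced calcium signal above about 50% at the single tested concentration, limit read from the data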
GalR3 antagonist = human GalR3 antagonism; O60755; HEK293 GalR3-CNG cAMP membrane potential fluorescence; galR3 body fused to GalR1 C-terminus; inhibition, % at 3 µM; 360,000 compounds, 0.44% hits;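 active means inhibition above the screen-wide average plus 3 SD, cut at about 13% in these data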;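 further: forskolin and galanin both at EC90 stimulate the cells; cAMP rise reported by CNG channel membrane potential dye signal; 0% = forskolin plus galanin with DMSO and 100% = forskolin alone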
PHOSPHO1 inh = PHOSPHO1 (human) inhibition; Q8TCT1; recombinant PHOSPHO1, absorbance phosphatase assay; inhibition, % at 13.3 µM; 290,000 compounds, 1.1% hits; in the data active means inhibition above about 60%
IDE inh = inhibitors of human insulin-degrading enzyme in cells; AID 434962; 320,000 compounds, 0.41% hits; inhibition, % at 5.59 µM; P14735; HEK cells, FAbetaB cleavage, fluorescence polarization;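 active means percent inhibition above the average of all tested compounds plus 3 SD, set per screening campaign, cut at about 16% in these data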;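 further: IDE supplied by intact live HEK cells; FP after avidin binding of uncleaved biotin substrate so inhibition keeps polarization high; 0% = DMSO wells and 100% = 60 µM reference IDE inhibitor Ii1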
M4 PAM = CHRM4 positive allosteric modulation; P08173; CHO-K1 hM4/Gqi5, Fluo-8 calcium fluorescence, ACh EC20; 0% = ACh EC20, 100% = maximal ACh; 360,000 compounds, 0.4% hits; activation, % at 3 µM;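 active means activation above its plate's cutoff, the mean activation of sample wells plus 3 SD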; further: some results filed as inactive read as strong as hits
pCIP destab = lowers stability of the mouse p/CIP coactivator protein; Q05BA5; F442A p/CIP-EGFP cells, EGFP fluorescence, 16 h; decrease of EGFP signal, % at 10 µM; 290,000 compounds, 0.01% hits; AID 1984;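 active means EGFP signal decrease of at least 30% at 10 µM or well 3 SD below plate mean, unless failing retest; inactive means the rest, including hits failing retest or dose response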; further: some compounds called inactive have numbers as strong as hits; many of its hits are not listed in these tables
CRFBP-R2 agonist = agonists of human CRF-binding protein/CRF-R2 receptor complex. HEK293 CRF-R2/CRF-BP, calcium dye fluorescence (FLIPR); percent of saturating CRF peptide response. activation, % at 13.2 µM. 350,000 compounds, 0.46% hits;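 active means activation of at least 50%, plus an integration ratio under a set limit after plate pattern correction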;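 further: plate controls were neutral control wells without compound for no effect and CRF at EC100 for full effect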
* marks the source's active call; other numbers are inactive results; . = not tested or not shown.

SMILES	IDE act	MEKK3 PB1 HTS	CRFR2-BP antag	GalR3 antagonist	PHOSPHO1 inh	IDE inh	M4 PAM	pCIP destab	CRFBP-R2 agonist
Cc1[nH]c2ccc(F)cc2c1CCN(Cc1ccncc1)C(=S)Nc1cccc(F)c1	0	77	-6	-1	33	-1	-9	-18	0.0
CCOc1ccc(N2CC(C(=O)NC3CCSC3=O)CC2=O)cc1 (stereo unspecified)	3	99	5	-7	28	-2	-2	-10	-0.2
O=C1CC(N2CCN(c3ccccc3Cl)CC2)C(=O)N1c1ccccc1 (stereo unspecified)	5	102	15	-3	-7	0	-1	-4	-0.9
COc1cccc(-c2nc3ccccc3s2)c1O	0	117	-52	2	24	-5	5	-3	2.7
Cn1cccc1/C=C1\SC(=O)N(CC(=O)Nc2ccc(Cl)cc2)C1=O	-3	101	-6	-6	-1	-7	-16	-12	0.0
COc1ccc(C(CCN)c2ccc3c(c2)OCO3)cc1 (stereo unspecified)	1	102	-12	-10	20	0	-6	-13	-0.3
Nc1cc2c(cc1C(=O)c1cccc(Br)c1)OCCO2	1	97	10	-5	37	4	11	-2	0.8
O=C1/C(=C/c2cccnc2)CCC/C1=C\c1cccnc1	.	98	-11	-3	0	6	.	-1	-1.5
CCN(C(=O)c1cccc(S(=O)(=O)N2CCc3ccccc32)c1)C1CCS(=O)(=O)C1 (stereo unspecified)	2	.	-7	-5	.	0	8	.	-1.0
Cc1cccc(C(=O)NCC(=O)NCC(c2cccs2)N2CCOCC2)c1 (stereo unspecified)	1	.	-15	0	.	-4	-2	.	3.3
COCCCNc1cc(C)nc2ccccc12	3	102	-1	-5	18	-2	7	-3	2.1
COC(=O)c1cc(C)sc1NC(=O)CSc1ncccn1	-5	106	15	1	38	6	4	10	-3.1
CNc1snc(C)c1C(=O)OC(C)C(=O)NCc1ccccc1 (stereo unspecified)	-4	.	-8	-1	.	.	4	.	-0.5
CCCCCCNCCn1cnc2c(N)ncnc21	9	100	1	0	40	-4	-5	-4	0.9
Cc1cc(CSc2ccccc2)ccc1NC(=O)c1ccc(Br)cc1	-1	103	-23	-5	-2	-1	4	5	1.9
Cc1cccc(OCc2nc(-c3ccc(-n4cccc4)cc3)no2)c1	-1	92	7	2	-2	3	18*	9	3.8
CC1CCN(C(=O)C2CCN(CCCc3ccccc3)CC2)CC1	.	100	.	.	-6	10	.	4	.
CCOc1ccc(NC(=O)CSc2nnc(-c3ccccc3)n2N)cc1	-3	104	-8	-3	34	5	6	4	-0.7
O=C(N/N=C/c1cccc(OCc2ccccc2)c1)c1ccc(Br)cc1	-3	92	4	-1	-9	5	11	-9	3.8
CCOCCn1c(CN2CCCCC2C)nc2c1c(=O)n(C)c(=O)n2C (stereo unspecified)	1	97	-20	.	0	-2	-2	-3	-6.7
O=C(NCCc1ccccc1Cl)C1CCC(=O)N(CC2CCCCC2)C1 (stereo unspecified)	-3	102	-11	-5	43	2	-1	2	0.5
N#Cc1cc2c(nc1SCC1COc3ccccc3O1)CCC2 (stereo unspecified)	5	104	-4	0	6	-4	0	-19	0.4
O=C(CSc1nnc(-c2cnccn2)n1Cc1ccco1)c1ccccc1	1	103	9	-2	90*	2	15	1	-1.8
O=C(Nc1ccccc1)C1=C[C@@H](c2ccc(C(F)(F)F)cc2)C[C@@H](OCc2ccc(CO)cc2)O1	-4	107	-4	-7	26	2	6	-4	7.2
C=CCc1ccccc1OCC(O)CNC(C)C (stereo unspecified)	3	105	-27	.	1	1	2	-3	0.3

Gathered by group: the compounds so far containing an aryl methoxy group
SMILES	IDE act	MEKK3 PB1 HTS	CRFR2-BP antag	GalR3 antagonist	PHOSPHO1 inh	IDE inh	M4 PAM	pCIP destab	CRFBP-R2 agonist
COc1cccc(-c2nc3ccccc3s2)c1O	0	117	-52	2	24	-5	5	-3	2.7
COc1ccc(C(CCN)c2ccc3c(c2)OCO3)cc1 (stereo unspecified)	1	102	-12	-10	20	0	-6	-13	-0.3

Other entries:
SMILES	IDE act	MEKK3 PB1 HTS	CRFR2-BP antag	GalR3 antagonist	PHOSPHO1 inh	IDE inh	M4 PAM	pCIP destab	CRFBP-R2 agonist
O=C(CCl)N1CCCC1c1ccc2c(c1)OCCO2 (stereo unspecified)	-3	107	-7	8	32	4	-2	-3	1.0
Cc1c(C)c(C)c(S(=O)(=O)N2CCSCC2)c(C)c1C	-2	101	-19	3	33	5	5	-17	-2.2
CCOC(=O)N1CCC(NC(=O)c2cc3c(C)nc4ccccc4c3o2)CC1	2	106	-11	.	7	0	0	-6	9.8
CCCCOC(=O)Nc1cccc(C(=O)OCC)c1	6	99	5	-1	27	-2	11	-11	0.1
Cc1cccc(C)c1NC(=O)CN1CCN(CC(=O)NCC2(N3CCCCC3)CCCCC2)CC1	1	.	0	-4	.	-2	-2	.	-0.1
Cc1ccc(S(=O)(=O)N2CCN(CC(=O)N/N=C/c3ccc(Br)s3)CC2)cc1	7	100	12	-3	-14	2	-5	-20	-1.7
O=C(Cn1c(NCCO)nc2ccccc21)c1cccs1	0	102	-8	1	1	5	1	-6	-3.2
O=C(CCC1CCN(Cc2nccs2)CC1)Nc1ccccc1	.	.	-25	2	.	.	0	.	1.4
COc1ccc(N(CC(=O)Nc2ccc3c(c2)OCO3)S(=O)(=O)c2ccc(C)cc2)cc1OC	4	105	10	-1	16	5	-2	1	0.0
C/C(=N/NC(=O)c1ccc(O)cc1)c1cccc([N+](=O)[O-])c1	0	103	-13	-4	2	0	1	2	-4.0
Cc1ccc(C(=O)N/C(=C/c2ccco2)C(=O)N2CCC(C)CC2)cc1	-2	100	-10	-8	-7	0	-13	-15	-1.0
Cc1nc(N)c(C#N)c(-c2ccc3c(c2)OCO3)c1C	-1	99	-1	-7	30	.	9	1	-2.9
CC1CCN(CC(O)COc2cccc(F)c2)CC1 (stereo unspecified)	3	101	-4	-4	-17	4	4	-4	-0.9
Cc1cc(C)cc(NC(=O)Nc2cccc(S(N)(=O)=O)c2)c1	.	101	3	6	34	-1	-2	-1	0.5
O=c1oc(-c2ccccc2[N+](=O)[O-])nc2ccccc12	4	104	-6	-2	25	3	10	6	0.9
CCCCCOC(=O)Cc1c(O)c2ccccc2n(C)c1=O	3	108	1	-2	2	2	3	-7	-1.0
O=C1/C(=C\Nc2ccc(OC(F)(F)F)cc2)CCN1c1ncccn1	2	85	-2	3	15	-2	19	3	-0.9
O=C(CN1CCN(Cc2ccccc2Cl)C1=O)NCc1ccco1	1	81	-1	-2	21	-3	-2	36	1.0
CCCOC1CCCN(C(=O)c2ccc3oc(C(C)C)nc3c2)C1 (stereo unspecified)	-1	101	4	-1	-29	6	11	-9	-2.3
CCCCc1ccc(NC(=S)NCc2ccccc2OC)cc1	0	72	10	-1	39	6	3	-3	-0.1
CCOC(=O)c1cnc2ccc(OCC)cc2c1N(C)Cc1ccccc1	4	99	-58	-6	-4	3	0	-8	-0.2
CCOC(=O)c1c(CN2CCN(c3ccccc3)CC2)oc2ccc(O)cc12	2	103	15	0	5	2	5	-7	-0.6
CCOC(=O)N/N=C\c1ccc(OC/C=C/c2ccccc2)cc1	4	94	-5	-5	-19	.	3	0	-0.5
COC(=O)CC(NC(=S)NC(=O)c1ccccc1)c1ccc(Br)cc1 (stereo unspecified)	-2	103	-4	-11	.	3	5	-8	-0.5
O=c1cc2c(=O)oc3cc(O)c(O)oc3c2c(O)c1O	2	95	4	-5	-23	.	-3	4	0.3
(listing goes on)
SMILES	IDE act	MEKK3 PB1 HTS	CRFR2-BP antag	GalR3 antagonist	PHOSPHO1 inh	IDE inh	M4 PAM	pCIP destab	CRFBP-R2 agonist
O=C(NNS(=O)(=O)c1ccccc1[N+](=O)[O-])c1ccncc1	-2	98	0	-1	7	12	0	2	0.1
Cc1cccn2c(=O)nc(SCC(=O)c3ccc(Cl)cc3)nc12	3	.	12	2	.	0	4	.	-1.9
CCCC(=O)NC1CCCc2c1cnn2-c1ccc(C)c(C)c1 (stereo unspecified)	4	105	-13	-2	.	-4	-5	6	-1.1
O=S(=O)(c1cccc(NC(=S)N2CCN(c3ccccc3F)CC2)c1)C(F)F	2	110	-21	-5	-3	5	-8	0	-0.4
COc1ccc(C)cc1NC(=O)CN1C(=O)COc2ccc(S(=O)(=O)N3CCCCCC3)cc21	2	107	-4	-7	12	1	-3	3	1.0
Cc1ccc(CSc2nnc(NC(=O)Cn3cnc4ccccc4c3=O)s2)cc1	-1	83	2	0	41	4	0	-2	-0.4
COc1ccc(C(=O)N2CCCC(Nc3ccc(C)c(C)c3)C2)cc1F (stereo unspecified)	-2	100	-20	0	41	2	2	0	1.1
O=C(NCc1ccc2c(c1)OCO2)c1ccc(COc2cccc(Cl)c2)o1	-1	.	24	-1	-2	-4	-7	-6	4.7
O=c1c2ccccc2nc(SCc2cc([N+](=O)[O-])cc3c2OCOC3)n1-c1ccccc1	-1	104	7	-1	-8	-2	-1	-3	0.3
CS(=O)(=O)c1nc(-c2ccccc2)cc(C(F)(F)F)n1	-1	.	12	23*	17	1	-4	-12	2.5
Cc1ccc(/C=N/N2CCN(Cc3ccc(Cl)cc3)CC2)o1	1	.	-10	-7	-5	-4	-2	-12	0.7
Cc1ccsc1C(C(=O)NC(C)(C)C)N(Cc1ccco1)C(=O)c1csnn1 (stereo unspecified)	8	99	-2	-9	35	0	4	10	0.8
O=C(Cc1cn2ccsc2n1)NCCc1ccc(F)cc1	2	102	-10	-2	12	-3	-2	1	-0.6
COc1ccc(S(=O)(=O)Nc2ccc(S(=O)(=O)NCC3CCCO3)cc2)cc1 (stereo unspecified)	-2	97	-8	-7	27	-1	-1	-10	0.5
CCOC(=O)c1ccc(-n2cncn2)nc1	4	102	0	-2	9	5	-1	8	1.2
O=[N+]([O-])c1ccc(O)c(CSc2nnnn2-c2ccccc2)c1	1	96	50	-5	9	0	-8	4	34
COc1ccccc1N1CCN(C2CCCN(C(=O)CC(F)(F)F)C2)CC1 (stereo unspecified)	6	112	-1	-8	44	5	-5	-9	-1.6
CCOc1ccccc1Nc1nc2ccccc2n2cnnc12	6	110	5	1	-11	2	-1	-3	-1.4
CC1=C(C(=O)Nc2ccc(C(=O)NCCCN3CCCCC3)cc2)SCCO1	1	98	7	-6	37	-2	-10	12	-0.5
CCN(CC(=O)Nc1ccc(Br)cc1)C(=O)c1nc2nc(C)cc(C)n2n1	2	.	0	-2	.	-4	11	.	-0.7
Cc1ccc(C(=O)NC(C(=O)Nc2ccccc2)c2ccccc2)cc1 (stereo unspecified)	3	106	5	-1	40	.	-3	-11	0.0
CC(=O)n1cc(CO)c2ccccc21	0	105	-10	1	23	0	5	1	0.7
C/C(=N\NC(=O)c1c(Cl)c(C)nn1C)c1ccc(NC(=O)COc2ccc(Cl)cc2C)cc1	-1	108	-12	1	-23	-1	0	-3	5.8
O=C(COC(=O)/C=C/c1ccccc1Cl)NC(=O)NC1CCCC1	1	.	1	-5	.	.	6	.	-0.5
CC(C)OC(=O)c1cc(NC(=O)C2C3C=CC(O3)C2C(=O)O)cc(C(=O)OC(C)C)c1 (stereo unspecified)	4	104	-7	-11	34	8	0	2	2.6
O=C(CNC(=O)c1ccc(Cl)cc1Cl)Nc1ccc(F)cc1	-3	86	2	-6	53	-6	-2	-11	-0.3

Reformatted with the structure last: entries from further up.
IDE act	MEKK3 PB1 HTS	CRFR2-BP antag	GalR3 antagonist	PHOSPHO1 inh	IDE inh	M4 PAM	pCIP destab	CRFBP-R2 agonist	mol
-2	97	-8	-7	27	-1	-1	-10	0.5	COc1ccc(S(=O)(=O)Nc2ccc(S(=O)(=O)NCC3CCCO3)cc2)cc1 (stereo unspecified)
4	102	0	-2	9	5	-1	8	1.2	CCOC(=O)c1ccc(-n2cncn2)nc1
1	96	50	-5	9	0	-8	4	34	O=[N+]([O-])c1ccc(O)c(CSc2nnnn2-c2ccccc2)c1
